Screening data (PubChem BioAssay)
Lipid storage S3 = qHTS Assay for Lipid Storage Modulators in Drosophila S3 Cells. Drosophila S3 cells, BODIPY lipid droplet fluorescence, 18-24 h; cells fed with added oleic acid. Potency in µM for hits, for the others lipid storage change, negative = inhibition, % at the top dose, mostly 46.1 µM. hit rate 0.64% among 320,000; active = well fitted inhibition curve with a large enough effect in the signal ratio, with a control signal flat, not every such curve was filed as active; inconclusive = small, poorly fitted or top-dose-only effect, or effect the other way, or a change in a side signal; the % refers to the signal ratio
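Drosophila S3 cells got compounds at several concentrations plus oleic acid (400 uM solution). Laser-scanning cytometry with 488 nm excitation read lipid droplets at 500-530 nm and cells at 575-640 nm. Percent activity was relative to 20 uM Triacsin C.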
Lipid storage S3 cell count max = recorded beside Lipid storage S3, whose call it bears; cell number change, %; measured here: cell count max response;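 cells counted by Cell Tracker Red CMTPX staining in the red channel; peak over a dose series mostly up to 46.1 µM; percent activity relative to internal control wells on each plate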
Active calls of the source: *; i = inactive; ? = inconclusive; . = no result given. % is set by controls: 0 for no effect and ±100 for the full control effect; potency is the fitted concentration of half-maximal effect. Not all compounds are listed. The share of hits here may be higher or lower than overall.

A first look (7 entries):
SMILES	Lipid storage S3	Lipid storage S3 cell count max
Cc1ccc(S(=O)(=O)NC(=NC2CCCCC2)c2ccc(Cl)cc2)cc1	?	.
COc1ccccc1N1C(=O)c2ccc(C(=O)Nc3ccc(C(=O)O)cc3)cc2C1=O	?	.
COc1cc(CN(C)C(C)C(=O)Nc2ccc([N+](=O)[O-])cc2Cl)ccc1OC(F)F (centres undefined)	?	.
O=[N+]([O-])c1ccc(CSc2ccc(S(=O)(=O)N3CCOCC3)cn2)cc1	?	.
CCC(CC)NC(=O)CCc1nc2ccccc2c(=O)[nH]1	?	.
COc1cccc(C(=O)Nc2ccc(NC(=O)C(C)(C)C)cn2)c1	?	.
CCn1c(=O)cc(N2CCOCC2)[nH]c1=O	-4%	-6

Main list, repeating the preview:
SMILES	Lipid storage S3	Lipid storage S3 cell count max
Cc1ccc(S(=O)(=O)NC(=NC2CCCCC2)c2ccc(Cl)cc2)cc1	?	.
COc1ccccc1N1C(=O)c2ccc(C(=O)Nc3ccc(C(=O)O)cc3)cc2C1=O	?	.
COc1cc(CN(C)C(C)C(=O)Nc2ccc([N+](=O)[O-])cc2Cl)ccc1OC(F)F (centres undefined)	?	.
O=[N+]([O-])c1ccc(CSc2ccc(S(=O)(=O)N3CCOCC3)cn2)cc1	?	.
CCC(CC)NC(=O)CCc1nc2ccccc2c(=O)[nH]1	?	.
COc1cccc(C(=O)Nc2ccc(NC(=O)C(C)(C)C)cn2)c1	?	.
CCn1c(=O)cc(N2CCOCC2)[nH]c1=O	-4%	-6
O=C(NC(NC(=S)Nc1ccccc1C(=O)O)C(Cl)(Cl)Cl)c1cccc([N+](=O)[O-])c1 (centres undefined)	17%	.
COc1cccc(C(=O)N=c2sc3c(C)ccc(OC)c3n2C)c1	?	.
CCCc1nc2c(nnn2Cc2ccccc2)c(=O)[nH]1	?	.
Cc1ccc2nsnc2c1NC(=O)c1cncc(Br)c1	8%	15
COc1cccc(C(=O)Nc2ccccc2N2CCOCC2)c1	i	6
CCCCN(C(=O)CCCc1nc2ccccc2s1)c1c(N)n(CC(C)C)c(=O)[nH]c1=O	2%	4
COC(=O)c1cc(NC(=O)C2CCCN(S(=O)(=O)c3c(C)n[nH]c3C)C2)cc(C(=O)OC)c1 (centres undefined)	3%	5
O=C(NCCOC12CC3CC(CC(C3)C1)C2)c1cccc(Br)c1	-7%	-8
CSc1ncccc1C(=O)NCc1ccccc1Cl	?	.
CCOC(=O)c1[nH]c(C)c(C)c1C	?	.
COc1cc(C(=O)NCc2ncccc2C)ccc1OC1CCN(C(C)=O)CC1	?	.
COc1ccc(OC)c(-c2cc(C(=O)Nc3cccc(Cl)c3)no2)c1	i	4
Cc1ccc(C(=O)c2c(NC(=O)CSc3nnc(N)s3)sc3c2CCCC3)cc1	18µM*	-2.0*
CCn1c(O)c(C2=NCCCC2)c2ccccc21	22%	8
O=C(COC(=O)c1ccc(OC(F)F)cc1)NC(=O)NC1CCCC1	17%	-8
COc1cc(/C=N/NC(=S)Nc2cccc(S(=O)(=O)N(C)C)c2)ccc1O	3%	5
O=C(c1ccc(NS(=O)(=O)c2cccs2)cc1)N1CCOCC1	20%	16
N#Cc1ccc(-c2ccc(OCC(O)Cn3nnc4ccccc43)cc2)cc1 (centres undefined)	?	.
Clc1ccccc1-c1nnc2sc(-c3ccncc3)nn12	?	.
CCOC(=O)N1CCN(C(=O)COC(=O)C2CCN(S(=O)(=O)c3c(C)c(C)cc(C)c3C)CC2)CC1	10%	13
CCCC(C(=O)NC1CCCC1)N(C(=O)Cn1nnc(-c2ccc(C)o2)n1)c1ccccc1OC (centres undefined)	?	.
CN1CCN(c2ccccc2NC(=O)c2ccc(N3CCCC3)c([N+](=O)[O-])c2)CC1	?	.
Cc1oc2c(c1C(=O)N1CCOCC1)C(=O)c1ccccc1C2=O	?	.
CCc1ccc(-c2cc(C)no2)cc1S(=O)(=O)Nc1cc(C)on1	?	.
Cc1ccc(N(Cc2ccc(C(=O)NC3CCCCC3)cc2)S(C)(=O)=O)cc1C	?	.
CCOC(=O)C(c1ccccc1)C(Nc1ccc(F)cc1)c1ccccn1 (centres undefined)	5%	-8
COc1ccccc1NS(=O)(=O)c1cc(NC(=O)c2ccc(=O)[nH]c2)ccc1N1CCOCC1	-2%	-2
CN1C(=O)c2ccc(N3CCCC3)cc2C1=O	?	.
Cc1ccc(S(=O)(=O)NC(=S)NC2CCCCC2)cc1	?	.
Cn1c(=O)c2cc(S(=O)(=O)NCCC(=O)NC3CCCCCCC3)ccc2n(C)c1=O	?	.
CSCCC(NC(=O)c1ccccc1Br)C(=O)N1CCN(C(C)=O)CC1 (centres undefined)	?	.
CCN(C(=O)c1ccco1)c1nnc(-c2cccnc2)s1	?	.
COc1ccc([N+](=O)[O-])cc1NC(=O)C(C)OC(=O)/C=C/c1ccco1 (centres undefined)	29%	27
O=C(Cn1c(=O)n(-c2ccccc2)c(=O)c2sccc21)N1CCCC1	12%	3
C=CCc1cc(OC)ccc1OCCOCCN1CCc2ccccc2C1	?	.
COc1ccc(NC(=O)CN(C)Cc2c(F)cccc2Cl)cc1S(=O)(=O)N1CCCCC1	?	.
O=c1[nH]c(CSc2nc3ccccc3o2)nc2c1cnn2-c1ccccc1	?	.
COc1cc(/C=C(\C#N)C(=O)NC2CCCCC2)ccc1OCc1ccc(C(=O)O)cc1	?	.
Cc1ccccc1CC1(CO)CCCN(C(=O)CCCN2CCCCC2=O)C1 (centres undefined)	?	.
Cc1ccc(NC2=CC(=O)CC(C)(C)C2)cc1F	?	.
CC[C@@H](C)[C@H](NC(=O)C1CCN(C(=O)[C@@H](NS(=O)(=O)c2ccc(C)cc2)C(C)C)CC1)C(=O)O	i	19
C=CCOc1ccc(C2C(C#N)=C(N)N(Nc3ccccc3)C3=C2C(=O)CCC3)cc1OC (centres undefined)	-16%	-15
CSc1cccc(NC(=O)CCCOc2ccccc2)c1	12%	6
O=C1CCN(Cc2ccccc2)S(=O)(=O)c2ccc(F)cc21	?	.
O=C(CCl)N(c1ccccc1)C1CCS(=O)(=O)C1 (centres undefined)	?	.
CC1CN(C2=NC(=O)/C(=C3/C(=O)N(Cc4ccc(F)cc4)c4ccccc43)S2)CC(C)O1 (centres undefined)	-22%	19
c1ccc(-c2csc(Nc3cccnc3)n2)nc1	?	.
COc1cccc(N=C2SC(CC(=O)Nc3ccccc3)C(=O)N2Cc2ccccn2)c1 (centres undefined)	?	.
CC1CCN(C(=O)c2[nH]cnc2C(=O)Nc2ccc(Cl)cc2)CC1	?	.
CC1CCc2c(sc(NC(=O)c3c([N+](=O)[O-])cnn3C)c2C(N)=O)C1 (centres undefined)	?	.
COc1ccc(C2=C/C(=C\c3ccc(OC(C)=O)cc3)C(=O)O2)cc1	0%	6
CC(=O)c1nn(-c2cccc(Br)c2)cc1C(=O)c1ccc(Cl)cc1	?	.
O=C(NNC(=S)NC1CCCCC1)c1cccs1	?	.

Other compounds.
SMILES	Lipid storage S3	Lipid storage S3 cell count max
CC(OC(=O)C1CC1)C(=O)Nc1cc(C(F)(F)F)ccc1Cl (centres undefined)	13%	14
CCC1=C(OC(=O)N(CC)CC)N2C(=O)OC(=NCC3CC3)[C@]2(Cc2ccccc2)[C@H]2C1=CC[C@H]1C(=O)N(CC(=O)OC)C(=O)[C@H]12	0%	9
Cc1cc(N2CCN(C(=O)c3cccs3)CC2)c(F)cc1[N+](=O)[O-]	?	.
CC(C)(C)n1nnnc1C(c1cccc(C(F)(F)F)c1)N1CCC(O)CC1 (centres undefined)	-4%	1
O=c1cc(O)c2sc(Nc3ccc(F)c(Cl)c3)nc2[nH]1	?	.
CC1=CC(C)(C(Cl)Cl)C(C)=CC1=O (centres undefined)	-4%	-14
Cc1ccc(CNC(=O)CN(C2CCCCC2)S(C)(=O)=O)cc1	-15%	-17
Cc1cc(C)c(OCC(=O)OCC(=O)N2CCc3ccccc3C2)c(C)c1	?	.
O=C(CCC(NC(=O)OCc1ccccc1)C(=O)OCC(=O)N1CCCCC1)OCC(=O)N1CCCCC1 (centres undefined)	?	.
COc1ccc(C(=O)Nc2ccc(CN3CCOCC3)cc2)cc1Br	?	.
O=C(CCC(=O)N1CCN(c2ccc(F)cc2)CC1)c1ccc(F)cc1	5%	14
CCc1nc(N=Nc2c(O)[nH]c3ccccc23)c2c3c(sc2n1)CCC3	?	.
O=C(Nc1ccccc1Cl)N1CCN(c2ccccn2)CC1	2%	14
COc1cccc(NC(=O)C2CCN(S(=O)(=O)c3ccc4c(c3)CC(C)N4C(C)=O)CC2)c1 (centres undefined)	?	.
CCOC(=O)c1c(NC(=O)COC(=O)c2nc(Cl)ccc2Cl)sc(C(=O)N(C)C)c1C	?	.
O=C(C1CCN(S(=O)(=O)c2cc(Cl)ccc2Cl)CC1)N1CCCC1	?	.
NC(=O)c1ccc(NC(=O)c2cccc3c2OCCCO3)cc1	8%	.
CC(=O)Nc1ccc(N/C=C/C(=O)c2ccc(Br)cc2)cc1	?	.
O=C(c1cc2nc(-c3ccccc3)cc(C(F)(F)F)n2n1)N1CCN2CCCC2C1 (centres undefined)	i	7
O=C(NN1C(=O)c2ccccc2C1=O)C1C2CCCCC21 (centres undefined)	-9%	-6
COc1cc2ccccc2cc1C(=O)NC(=S)Nc1cccc(C(=O)O)c1C	-5%	8
CCOC(=O)/C(C#N)=C/Nc1ccccc1NS(=O)(=O)c1ccc(C)c(C)c1	0%	27
CSCCC(NC(=O)c1ccccc1)C(=O)N/N=C(\C)c1ccccc1 (centres undefined)	15%	-1
COc1ccc(CCNC(=O)c2cc3cccc(OC)c3oc2=O)cc1OC	?	.
O=C(Nc1ccccc1)c1sc2cc(C(F)(F)F)cnc2c1-c1cccs1	?	.
CCOc1ccc2oc(C(=O)N(C)CC(=O)Nc3ccc(OCC)c(OCC)c3)c(C)c2c1	?	.
COc1ccc(O)c(/C=C(\C#N)C(=O)Nc2cccnc2)c1	?	.
Cc1cccc(CN2C[C@]34CC[C@@H](C[C@@H]3S2(=O)=O)O4)c1	?	.
COc1cc(C2C(C#N)=C(N)OC3=C2C(=O)CC(C)(C)C3)ccc1OC(=O)N1CCOCC1 (centres undefined)	i	.
Cc1ccc(NCc2nnc(SC(C)C(=O)N/N=C/c3ccc(C)o3)n2-c2ccccc2)cc1 (centres undefined)	-5%	-14
O=C(CNC(=O)c1ccc(F)cc1)NCc1ccc(Cl)cc1	?	.
Cc1nn(Cc2ccc([N+](=O)[O-])cc2)c(=O)n1-c1cccc(F)c1	-22%	6
CC(=O)Nc1ccc(OCC(O)CN2CCCCC2C)cc1 (centres undefined)	?	.
COc1ccc(Cl)cc1NC(=O)Nc1ccccc1C(N)=O	1%	15
CSc1ccccc1NC(=O)c1c(C)noc1C	?	.
O=C(CCCN1C(=O)c2cccnc2C1=O)Nc1ccc(Br)cc1	?	.
O=c1[nH]c(=O)c2nnc(N/N=C/c3ccccc3F)nc2[nH]1	?	.
CC1CCN(CCC(=O)Nc2ccc3c(c2)CCC3)CC1	8%	.
CCOc1cc(/C=C/C(=O)c2ccc(C)cc2)ccc1OCC(=O)N(C)C	-9%	4
O=C(NCCc1c[nH]c2ccccc12)C(F)(F)F	?	.

Profiles, looked up by structure. Screens in order: Lipid storage S3 | Lipid storage S3 cell count max
CC(=O)Nc1ccc(OCC(O)CN2CCCCC2C)cc1 (centres undefined) in the list: ? | .
CSc1ccccc1NC(=O)c1c(C)noc1C in the list: ? | .
CCOC(=O)/C(C#N)=C/Nc1ccccc1NS(=O)(=O)c1ccc(C)c(C)c1 in the list: 0% | 27

Three entries out of the list above, arranged by the value under Lipid storage S3, lowest first.
| structure | Lipid storage S3 |
| --- | --- |
| COc1cc2ccccc2cc1C(=O)NC(=S)Nc1cccc(C(=O)O)c1C | -5% |
| COc1ccc(Cl)cc1NC(=O)Nc1ccccc1C(N)=O | 1% |
| CSCCC(NC(=O)c1ccccc1)C(=O)N/N=C(\C)c1ccccc1 (centres undefined) | 15% |

Continuation.
SMILES	Lipid storage S3	Lipid storage S3 cell count max
CCN1CNC(=S)N(c2ccccc2C)C1	-13%	-15
O=C(O)CN1C(=O)/C(=C\C(Br)=C\c2ccccc2)SC1=S	?	.
COc1cc(C(C)=O)ccc1OC(=O)C(C)N1C(=O)c2ccccc2C1=O (centres undefined)	?	.
COc1nc(Nc2nc3ccccc3c(=O)[nH]2)nc2ccc(C)cc12	?	.
CCSC1=N/C(=C\c2ccccc2)C(=O)N1	?	.
COc1ccc(OC)c(S(=O)(=O)Nc2c(C)n(C)n(-c3ccccc3)c2=O)c1	?	.
COc1ccc(NC(C)=O)cc1S(=O)(=O)NCCc1ccccn1	?	.
Cc1ccc(-c2cnc(-c3ccccc3C(=O)O)o2)cc1	?	.
Cc1cc(C)cc(N(C(=O)c2csnn2)C(C(=O)NC2CCCCC2)c2ccncc2)c1 (centres undefined)	?	.
O=C(N/N=C/c1ccccc1Cl)C1CC1	-5%	-25
O=C(N/N=C/c1ccsc1)c1cc2ccccc2o1	12%	19
CN1CCN(C(=O)C2CCN(S(=O)(=O)c3ccc(F)cc3)CC2)CC1	?	.
Cc1cccc(CS(=O)(=O)c2nnc([C@H](Cc3ccccc3)NC(=O)OC(C)(C)C)o2)c1	?	.
O=C(O)CCc1nc2cc(C(F)(F)F)ccc2n(Cc2ccccc2)c1=O	-14%	-20
COCCn1c(SCc2nc3scc(-c4ccc(Cl)cc4)c3c(=O)[nH]2)nnc1-c1cccc(C)c1	-8%	-5
O=C1[C@H]2[C@@H](c3ccc(F)cc3)N3C(=O)N(c4cccc(F)c4)C(=O)[C@@]3(Cc3ccc(Cl)cc3)[C@H]2C(=O)N1C1CCCCC1	?	.

2 compounds picked at random from those above:
SMILES	Lipid storage S3	Lipid storage S3 cell count max
COc1ccc(NC(C)=O)cc1S(=O)(=O)NCCc1ccccn1	?	.
Cc1cc(C)cc(N(C(=O)c2csnn2)C(C(=O)NC2CCCCC2)c2ccncc2)c1 (centres undefined)	?	.
